# Screening data: PubChem BioAssay, several laboratories
# cardiac RTF act: increases calcium sensitivity of human cardiac regulated thin filaments; P19429+P45379; IANBD-labeled TnC RTF fluorescence at EC20 calcium; 0% EC20 calcium, 100% full calcium; activation, % at 7.2 µM; 340,000 compounds, 0.24% hits;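 active = activation above the mean over all tested compounds plus 3 SD, cut at about 30% in these data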;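 note: rise in fluorescence read as greater calcium sensitivity of cardiac thin filaments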
# Rtt109 HAT inh: blocks Candida albicans Rtt109/Vps75 acetyltransferase activity | Q5AAJ8 | inhibition, % at 34.9 µM | 330,000 compounds, 0.16% hits | purified Rtt109/Vps75, ThioGlo CoA-SH fluorescence, 4 h;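 active = inhibition of at least 50% in every replicate; inconclusive = best replicate reaches 50% inhibition but some replicates fall short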
# PvdQ inh: blocks Pseudomonas aeruginosa PvdQ acylase activity | purified PvdQ acylase, fluorescence plate reader | inhibition, % at 10 µM | 340,000 compounds, 0.063% hits; in the data active = inhibition above about 30%, passing the limit was not always enough; inconclusive = no clear call, values can overlap the other calls;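 note: 0% = vehicle neutral wells and 100% = reference inhibitor wells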
# SR-BI DiI inh: blocks mouse SR-BI lipid uptake from DiI-HDL; Q61009; ldlA[mSR-BI] CHO cells, DiI-HDL uptake fluorescence, 3 h; inhibition, % at 12.5 µM; 320,000 compounds, 0.96% hits;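 active = mean replicate inhibition of at least 70% and a set share of replicates each scoring 70 or more; inconclusive = meets just one of the two criteria; inactive = fails both criteria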;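 note: 0% = median of neutral control wells and 100% = median of positive control wells; values of inactives mirror those of a sister screen read the other way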
# dFosB activator: mouse delta FosB homodimer activation; activation, % at 25 µM; 340,000 compounds, 0.99% hits; purified delta FosB, TAMRA-CDK5 oligo fluorescence polarization; percent of positive-control signal above neutral wells;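 active = mean activation above about 17%, with every replicate also reaching it, limit read from the data, passing the limit was not always enough; inconclusive = only one of the two conditions met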;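 note: fluorescence polarization rise as delta FosB binds a TAMRA Cdk5 AP-1 oligo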
# MITF TRPM1 HTS: increases MITF-driven TRPM1 promoter luciferase signal. SK-MEL-5 TRPM1-promoter luciferase, 24 h; % of positive control, neutral wells = 0. activation, % at 12.5 µM. 300,000 compounds, 0.75% hits. AID 588334;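 active = mean activation of at least 80% with every replicate also reaching 80%; inconclusive = mean reaches 80% but some replicate falls short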;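 note: 0% = neutral control wells and 100% = parthenolide positive control wells; values of inactives mirror those of a sister screen read the other way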
# HTR5A ag ctr: counter-screen for OPRM1-OPRD1 agonists: human HTR5A agonism; P47898; HTR5A agonist assay, luminescence, cell-based; activation, % at 9.3 µM; 340,000 compounds, 0.61% hits; AID 504692; in the data active = activation mostly above about 9.5%, no sharp cut-off; inactive = mostly below about 7.6%;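 note: 0% = cells with vehicle only and 100% = reference agonist; strong numbers were not always called active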
# Target sequence (P47898 whole entry, looked up): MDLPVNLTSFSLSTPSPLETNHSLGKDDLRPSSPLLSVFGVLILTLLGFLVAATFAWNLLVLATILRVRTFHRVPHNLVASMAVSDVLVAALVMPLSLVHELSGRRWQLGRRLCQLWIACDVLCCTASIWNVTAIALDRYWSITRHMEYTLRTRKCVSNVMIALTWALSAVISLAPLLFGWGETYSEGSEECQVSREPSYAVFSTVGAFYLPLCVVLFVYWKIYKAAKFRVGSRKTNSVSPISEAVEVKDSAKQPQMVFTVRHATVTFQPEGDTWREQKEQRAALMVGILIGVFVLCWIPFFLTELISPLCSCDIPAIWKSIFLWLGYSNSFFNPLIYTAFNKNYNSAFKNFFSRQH
# CDK5 p35 inh: inhibitors of human CDK5/p35 kinase; inhibition, % at 10 µM; Recombinant CDK5/p35, ADP-Glo luminescence, 60 min; AID 488839; Q00535+Q15078; 330,000 compounds, 0.01% hits;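 active = highest replicate inhibition of at least 50% and at least 75% of replicates reaching 50%; inconclusive = only one of the two criteria met; inactive = both criteria failed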;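 note: plate controls were DMSO neutral control for no effect and GW8510 at 10 µM for full effect; many of its hits are not listed in these tables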
# Target sequence (Q00535 whole entry, looked up): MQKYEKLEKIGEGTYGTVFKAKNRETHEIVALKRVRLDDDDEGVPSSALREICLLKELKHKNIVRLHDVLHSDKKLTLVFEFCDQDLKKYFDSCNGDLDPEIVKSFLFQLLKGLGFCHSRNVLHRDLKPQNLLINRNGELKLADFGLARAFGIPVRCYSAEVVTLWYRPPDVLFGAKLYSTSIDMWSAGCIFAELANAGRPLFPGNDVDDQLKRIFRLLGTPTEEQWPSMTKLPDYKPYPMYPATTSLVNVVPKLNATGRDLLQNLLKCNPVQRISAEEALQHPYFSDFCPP
# Target sequence (Q15078 whole entry, looked up): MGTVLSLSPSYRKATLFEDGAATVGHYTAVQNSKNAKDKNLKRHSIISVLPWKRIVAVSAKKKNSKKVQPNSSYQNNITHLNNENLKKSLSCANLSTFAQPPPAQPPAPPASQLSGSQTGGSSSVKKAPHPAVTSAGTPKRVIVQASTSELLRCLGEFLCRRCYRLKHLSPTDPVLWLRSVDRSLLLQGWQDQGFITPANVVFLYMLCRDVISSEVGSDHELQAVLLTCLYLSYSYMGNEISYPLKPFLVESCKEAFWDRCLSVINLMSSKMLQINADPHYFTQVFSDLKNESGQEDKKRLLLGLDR
# Wnt act: activates Wnt/beta-catenin signaling in a reporter cell assay; activator, plate reader; activation, % at 9.35 µM; 300,000 compounds, 1.2% hits; AID 743398; in the data active = activation above about 30%, passing the limit was not always enough; inconclusive = no clear call, values can overlap the other calls;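 note: 0% = neutral control wells and 100% = positive control wells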
# SR-BI DiI-HDL act: SR-BI HDL lipid transfer activation; CHO ldlA[mSR-BI] cells, DiI-HDL uptake fluorescence, 3 h; 100 = double the neutral-control signal; activation, % at 12.5 µM; 320,000 compounds, 0.096% hits; AID 504775;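 active = mean replicate activation of at least 60% and every replicate at or above 60%; inconclusive = mean or all-replicate condition met, but not both; inactive = mean below 60% and not all replicates reaching 60%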;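 note: 0% = median plate neutral-control signal and 100% = twice that signal; values of inactives mirror those of a sister screen read the other way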
#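 Assay system: LDL receptor-deficient CHO ldlA cells overexpressing murine SR-BI / Medium: BSA-supplemented, HEPES-buffered Ham's F12, pH 7.4 / Probe or stimulus: DiI-labelled HDL at 10 µg/mL final / Timing: compound with DiI-HDL co-incubation, 3 h at 37 °C / Technique: bottom-read cell fluorescence after medium removal, ex 550/em 595 nm / Measure: HDL uptake via cellular fluorescence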
# The depositor's hits bear a star; ? = inconclusive; . = no result given. Not a hit list. Share with any hit: about 4.4%.
SMILES	cardiac RTF act	Rtt109 HAT inh	PvdQ inh	SR-BI DiI inh	dFosB activator	MITF TRPM1 HTS	HTR5A ag ctr	CDK5 p35 inh	Wnt act	SR-BI DiI-HDL act
CCCCCCCc1n[nH]c(=S)n1Cc1ccccc1	-1	7	-12	1	-9	-10	5	1.3	0	-1
CCOC(=O)c1ccccc1NC1OC(=O)c2ccccc21 (stereo unspecified)	-5	5	2	-9	-1	-8	3	-0.8	27	9
C/C(=N\S(=O)(=O)c1ccc(C)cc1)NC(=S)Nc1ccccc1	1	-3	-11	-13	-7	-4	0	1.0	4	13
CCCCn1c(N)c(N(CCOC)C(=O)CSc2nnc(-c3ccncc3)n2CCC)c(=O)[nH]c1=O	-5	-1	-12	-15	7	-2	2	-1.5	-1	15
COc1cccc(N2C(=NC(=O)C3CCCO3)SC3CS(=O)(=O)CC32)c1 (stereo unspecified)	-2	-1	-11	5	-3	-8	-3	-2.8	1	-5
CC1CCC(NC(=O)C2CCN(C(=O)Nc3ccccc3)CC2)CC1 (stereo unspecified)	8	-7	-15	14	0	15	7	-5.4	1	-14
O=c1cc2c(nn1Cc1cccc(Cl)c1)-c1ccccc1CC2	-5	13	2	4	-5	-4	6	-0.9	-1	-4
Cc1cc(=O)oc2cc(OCCSc3nnc(-c4ccccc4)o3)ccc12	3	-1	4	-5	-15	3	5	-2.0	-4	5
O=c1[nH]cnc2sc(-c3ccccc3)cc12	8	0	-21	-9	-23	49	2	-2.4	11	9
CCCCN(C)CCCNC(=O)C1CC(=O)N(Cc2ccc(OC)cc2)C1 (stereo unspecified)	-4	-5	-3	-24	7	-1	-2	17	.	24
O=C(O)CSc1nc2ccccc2n1C1CCCCC1	0	-1	8	-38	-1	-5	2	-1.5	0	38
Cn1c(SCC2CCCCC2)nnc1-c1ccncc1	-3	2	-10	28	11	14	4	1.9	-9	-28
CS(=O)(=O)c1ccc(-c2nnc(NC(=O)c3ccc(S(=O)(=O)N4CCCC4)cc3)o2)cc1	-3	-6	-14	-21	-3	7	4	1.6	2	21
CCOC(=O)CCC(NC(=O)c1ccc(NCN2C(=O)c3ccccc3C2=O)cc1)C(=O)OCC (stereo unspecified)	-1	15	4	-9	-11	-4	2	1.2	-1	9
CCOc1ccc(-c2nnc(NC(=O)CCCOc3cccc(C)c3)o2)cc1	17	6	-8	25	-2	.	13*	0.1	9	-25
O=C(Cn1cnc2c(cnn2-c2ccccc2)c1=O)OCc1ccccc1	2	-5	-8	-11	6	.	6	-0.5	.	11
O=S(=O)(c1ccc(Cl)cc1)c1nc(-c2ccco2)oc1N1CCCCC1	2	-2	-22	-11	0	9	5	-1.7	0	11
Cc1cc(C)n(CC(=O)NNC(=O)C2CC(=O)N(Cc3ccccc3Cl)C2)n1 (stereo unspecified)	3	-3	-6	-5	-6	5	5	-1.2	0	5
COc1ccc(C(=O)Nn2c(SCC(=O)c3ccccc3)nc3ccccc3c2=O)cc1	7	5	-10	8	-6	.	-3	-0.4	.	-8
COc1cc(C2=NOC(C(=O)NCc3cccnc3)C2)cc(OC)c1OC (stereo unspecified)	4	3	-13	?	-4	5	0	0.1	-2	-70
COc1ccc(NC(=O)n2nc(OC(=O)c3cccs3)cc2N)cc1	0	10	-8	-31	-6	23	5	0.2	18	31
CCS(=O)(=O)N1Cc2ccccc2CC1C(=O)NCCc1ccccc1 (stereo unspecified)	-2	6	-10	-19	-5	6	1	-0.5	2	19
Cc1ccc(S(=O)(=O)NCC(=O)OCc2nnc(-c3ccccc3)o2)cc1	1	1	-19	-10	-13	8	-1	-2.0	0	10
Cc1[nH]ccc(=O)c1OCc1ccccc1	1	-13	-5	0	-2	8	3	-0.9	3	0
O=c1cc(-c2ccccc2)nc2n1Cc1ccccc1-2	-2	-44	-12	6	-39	-2	4	-1.5	.	-6
C=CCn1c(SCC(=O)Nc2ccc(F)cc2)nc2cc(C(=O)O)ccc2c1=O	9	25	7	-23	-3	0	2	0.4	-2	23
CC1=C(C(=O)OCC(C)C)C(c2cc3c(cc2Br)OCO3)NC(=O)N1C (stereo unspecified)	-6	8	-12	9	-8	-2	2	1.5	.	-9
O=C(CN1CCN(C(=O)c2ccccc2)CC1)Nc1ccccc1	1	-4	-17	-30	2	-2	0	-0.5	-3	30
CCOC(=O)c1[nH]c(C)c(/C(O)=C2\C(=O)C(=O)N(CCCn3ccnc3)C2c2ccncc2)c1C (stereo unspecified)	1	6	-4	-32	-4	-5	1	0.7	.	32
O=C(COC(=O)CCOc1ccccc1)Nc1cc(S(=O)(=O)N2CCCCC2)ccc1Cl	-5	-2	10	6	-3	13	-3	-0.2	-3	-6
COc1ccc2nc3oc(C(=O)N4CCN(c5cccc(Cl)c5)CC4)cc3cc2c1	-9	-2	6	-8	-2	-5	6	-3.0	.	8
N#Cc1cc(C(=O)c2cc(Br)ccc2O)cn(C2CC2)c1=O	3	4	-12	10	-2	-6	-3	0.7	.	-10
CCCCN(Cc1cc2cc(OC)ccc2[nH]c1=O)C(=O)c1ccccn1	-6	-3	-3	-6	0	-12	-4	0.4	.	6
C/C(=N/NC(=O)CNC(=O)c1ccco1)c1ccc(Cl)cc1	2	2	-6	-15	-11	-5	4	0.3	5	15
Cc1cc(O)cc(O)c1C(=O)Cc1cscn1	1	-2	-15	24	1	-6	-3	0.8	.	-24
O=C(NC(=O)c1cccc(F)c1)OC[C@@H]1CCCN2CCCC[C@H]12	2	-8	-17	-15	0	.	2	-0.9	-3	17
Cc1nn(C)c(-c2n[nH]c(=S)n2Cc2ccco2)c1Cl	-6	2	-4	11	3	-12	2	0.7	0	-11
CCOc1ccc(Br)cc1S(=O)(=O)N1CCSC1	0	-2	-6	0	-6	-1	-2	0.2	-2	0
Cc1n[nH]c(=S)n(NC(=O)CC(=O)Nn2c(=S)[nH]nc(C)c2=O)c1=O	5	4	-4	2	-14	4	-24	1.2	-1	-2
COc1ccccc1-c1nc(C#N)c(N2CCC(C(N)=O)CC2)o1	-2	.	-16	20	4	.	1	0.6	.	-20
CCN1CCc2c(OCc3ccc(C(=O)OC)o3)cccc2C1=O	4	0	-13	32	-4	-12	0	0.8	-2	-32
O=C(COc1cccnc1[N+](=O)[O-])Nc1c(Cl)cccc1Cl	-3	6	-3	-10	2	-7	-1	-1.6	2	10
CCC(C)NC(=O)c1cc(-c2cccs2)nc2ccccc12 (stereo unspecified)	-3	8	-2	10	0	-7	3	0.4	0	-10
CN1C(=O)c2ccc(C(=O)NCc3ccccc3)cc2C1=O	-6	-2	-13	-9	4	21	5	-3.6	.	9
Cc1ccccc1NC(=S)NCc1cccn1C	4	3	-5	16	-1	-8	4	1.2	1	-16
CCOC(=O)[C@H]1[C@H]2COc3ccc(C)cc3[C@@H]2N2C(=O)CN(Cc3ccco3)C(=O)[C@@]12C	-8	5	3	-5	4	3	5	0.5	0	5
CCOC(=O)c1ccc(-n2c(C)nc3c(cnn3-c3ccc(Cl)cc3)c2=O)cc1	7	9	6	?	-3	2	3	-0.1	-4	-70
COc1ccc(N2CC(C(=O)Nc3nnc(SCC(=O)NCc4ccco4)s3)CC2=O)cc1 (stereo unspecified)	-5	-6	-11	-5	-8	6	9	1.7	-1	5
COc1cc(/C=C2\SC(=S)N(NS(=O)(=O)c3ccccc3)C2=O)cc(OC)c1OC	-1	30	2	.	0	-17	2	-2.0	-1	.
O=C(O)CSc1cc(C(=O)c2ccccc2O)cn2c(=O)c3c4c(sc3nc12)CCCC4	-8	13	-2	-11	-11	6	4	-4.4	6	11
CNC(=S)N1CCC(c2nc3ccccc3s2)CC1	3	5	9	-7	-7	.	-1	3.2	1	7
COCCOC(=O)C1=C(N)OC2=C(C(=O)CCC2)C1c1cccnc1 (stereo unspecified)	3	4	-5	-6	2	1	5	0.7	-4	19
COCCn1nnnc1CN1CCC(NC(=O)c2ccc(Br)cc2)CC1	3	19	1	-33	2	4	1	-1.7	.	33
Cc1cc(NC(=O)CSc2nnc3c(C)cc4c(C)ccc(C)c4n23)no1	-1	-6	-6	-1	-4	-22	1	2.0	.	1
O=c1ccc(OCCOc2ccccc2)nn1-c1ccccc1	0	6	3	-5	-3	14	3	-0.1	0	5
Cc1ccc(C2CC2C(=O)NNC(=S)Nc2cccc(Cl)c2)cc1 (stereo unspecified)	-6	-4	-10	1	1	3	2	2.3	-3	-1
Cc1ccc(-n2c(C)cc(C(=O)COC(=O)c3ccc[nH]c3=O)c2C)cc1	16	-1	-5	40	-5	52	4	-5.3	11	-40
O=C1c2ccsc2SCCN1Cc1c(F)cccc1Cl	-6	5	24	-7	8	12	1	2.1	-1	7
CCN1C(=O)CC(C(=O)Nc2ccc(F)cc2)SC1=Nc1ccc2c(c1)OCO2 (stereo unspecified)	-3	10	-10	23	3	1	2	0.3	.	-23
CCC(=O)Nc1cccc(C(=O)Nc2nccs2)c1	-3	-1	6	-3	-14	12	-2	1.7	2	3

# (continued)
SMILES	cardiac RTF act	Rtt109 HAT inh	PvdQ inh	SR-BI DiI inh	dFosB activator	MITF TRPM1 HTS	HTR5A ag ctr	CDK5 p35 inh	Wnt act	SR-BI DiI-HDL act
OC(c1ccccc1)(c1ccc(F)cc1)C(c1ccccc1)N1CCOCC1 (stereo unspecified)	-2	-5	-5	-5	-5	-7	0	-0.4	.	5
O=S(=O)(c1ccccc1)N1CCC(O)(CN2CCN(c3ccccc3)CC2)CC1	3	6	-16	-6	-1	5	-1	0.4	3	6
COc1ccc(NC(=O)CN(C)C2CCCCC2)c([N+](=O)[O-])c1	11	5	-24	-17	-3	5	-3	0.5	-3	17
Cc1ccc(S(=O)(=O)N2[C@@H](c3ccc(Cl)c(Cl)c3)C(C(=O)O)=C[C@H]2C(C)(C)C)cc1	2	6	-13	-22	0	7	1	-2.6	.	22
Cn1cc(/C=C(\C#N)C(=O)Nc2ncc(Cc3ccc(Cl)cc3)s2)c2ccccc21	11	-5	2	21	-3	1	0	-8.5	.	-21
CN(C)c1ccc(C=NNC(=O)c2cccnc2)cc1	9	-12	-23	11	3	8	-2	-7.2	5	-11
O=C(c1ccc(F)cc1)c1cn[nH]c1-c1ccccc1O	3	-15	-40	-17	-5	-5	3	-0.3	.	17
Cc1cc(NC(=O)CSCC(=O)Nc2nc3ccccc3[nH]2)no1	-6	1	-17	5	0	-4	6	1.8	1	-5
